mcGAS RapidFire: inhibitors of Mus musculus cyclic GMP-AMP synthase, initial high-throughput assay, cell-free, RapidFire MS; Q8C6L5; recombinant mouse cGAS, cGAMP by RapidFire MS; inhibition, % at 12.5 µM; 130,000 compounds, 0.18% hits;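 active = inhibition of cGAS enzyme activity at or above 60%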;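 note: enzyme stimulated by 45 bp dsDNA with ATP and GTP substrates; cGAMP share of summed cGAMP plus half ATP and half GTP signals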
Target sequence (Q8C6L5 whole entry, looked up): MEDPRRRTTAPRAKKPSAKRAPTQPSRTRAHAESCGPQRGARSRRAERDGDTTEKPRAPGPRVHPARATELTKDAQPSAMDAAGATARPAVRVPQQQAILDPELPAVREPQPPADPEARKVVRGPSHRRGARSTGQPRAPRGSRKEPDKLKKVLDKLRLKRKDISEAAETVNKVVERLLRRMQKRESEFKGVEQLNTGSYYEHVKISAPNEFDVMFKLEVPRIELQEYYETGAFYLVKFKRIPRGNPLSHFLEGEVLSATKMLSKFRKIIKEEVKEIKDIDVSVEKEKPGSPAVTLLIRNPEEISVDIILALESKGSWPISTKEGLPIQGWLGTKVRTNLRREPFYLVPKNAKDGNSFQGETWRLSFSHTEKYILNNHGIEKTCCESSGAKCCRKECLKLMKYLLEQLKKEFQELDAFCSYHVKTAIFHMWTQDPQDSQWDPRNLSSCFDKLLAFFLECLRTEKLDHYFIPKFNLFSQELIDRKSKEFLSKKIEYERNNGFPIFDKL
Numbers without * were called inactive; & = joins results of further samples.

SMILES | mcGAS RapidFire
O=C(NCc1ccccc1Cl)C1CCCN1C(=O)C1CCCCC1 (stereo unspecified) | -17.5
COc1ccc(Cl)cc1NC(=O)CCC1CCCN(C(=O)CN2CCCCC2=O)C1 (stereo unspecified) | -8.4
O=C1CCCN1CCCNc1nc(NCc2ccccc2)nc2ccsc12 | 3.8
O=C(O)C1C2CCC(C2)C1C(=O)Nc1nc(-c2cccs2)cs1 (stereo unspecified) | -13.4
C1=CC2(CCN(Cc3cc4n(n3)CCNC4)CC2)c2ccccc21 | -12.2
CC(C)OCCNc1nc2nonc2nc1NC1CCCC1 | -4.8
CSCC[C@@H](CO)NC(=O)c1cc(NC(C)=O)ccc1Cl | -14.6
CCCc1ccc(S(=O)(=O)NCCc2nncn2CC)cc1 | -9.7
O=c1c(C=NCCN2CCNCC2)c(-c2ccccc2)[nH]n1-c1ccc([N+](=O)[O-])cc1 | -2.8
Cc1c(Br)c(=O)n(C(C)(C)C)c(=O)n1Cc1ccccc1 | -0.7
Cc1cc(C)n(C2CCN(Cc3ccc(C#CC(C)(C)O)s3)C2)n1 (stereo unspecified) | -41.8
Brc1ccc(-c2noc(-c3ccncc3)n2)o1 | -22.8
CCOc1ccc(NC(=O)CSc2nnc(NC(=O)CC34CC5CC(CC(C5)C3)C4)s2)cc1 | 0.5
Cc1cc(CNc2nc3nonc3nc2N2CCCCCC2)nn1C | -5.1&1.0
COCCN(CCC#N)C(=O)c1nn(-c2ccccc2F)c(C)cc1=O | 0.3
CCN(CC(C)C#N)Cn1nc(-c2ccccc2)oc1=O (stereo unspecified) | -4.0
Cc1ccc(Cn2c(CN3CCC(CN)C3)nc3ccccc32)cc1 (stereo unspecified) | 14.6
O=C1C(c2ccccc2Br)=Nc2ccccc21 | -13.4
NC(=O)C1(C(=O)N(CCN2CCCCC2)CC2CCCN(C3CCCC3)C2)CC1 (stereo unspecified) | -3.0
CC1CCCC(C)N1C(=O)c1scc2c1OCCO2 (stereo unspecified) | -5.3
Cc1ccc2c(c1)C(N1CCCC1=O)CC(c1ccco1)N2 (stereo unspecified) | -11.0
O=[N+]([O-])c1cc2c(c(COc3ccc(Cl)c(Cl)c3)c1)OCOC2 | -7.3
CCC(NC(=O)NCc1cccnc1N(C)C)c1nc(C)cs1 (stereo unspecified) | -3.4
CCOCCCn1ccnc1-c1cc2ccccc2n(C)c1=O | -7.7
CC1Cc2nc(SCC(=O)NCc3ccc(F)cc3)n(C)c(=O)c2S1 (stereo unspecified) | -2.5
COc1ccc(Cl)cc1C(=O)Nc1ccnc(C(=O)N(C)C)c1 | -2.3
CN(C)CCNC(=S)NC1CCCCC1 | -3.6
CCOC(=O)C1(CCOc2ccccc2)CCN(C(=O)CC2=CCCCC2)CC1 | 1.5
CN(C)CC(NC(=O)c1ccc(Br)o1)c1ccccc1 (stereo unspecified) | 2.1
N#CC(Sc1nnnn1CC(F)(F)F)C1CCCCC1 (stereo unspecified) | 7.9
COc1cccc(C(CNC(=O)Nc2cc(C)on2)N2CCCC2)c1 (stereo unspecified) | -24.0
N#CC(C#N)C=Nc1cccnc1 | 1.2
C=CCSc1nnc(NC(=O)Cn2cnc3c2c(=O)n(C)c(=O)n3C)s1 | -7.2
O=C1C2C3C=CC(C3)C2C(=O)N1c1n[nH]c(CCc2ccccc2)n1 (stereo unspecified) | 2.2
CC(=O)NCC1=CCCN(C(C)C(=O)Nc2nncs2)C1 (stereo unspecified) | 4.5
CCN(C)S(=O)(=O)NCCOC1CCCCC1C (stereo unspecified) | 2.7
CCN1CCN(CCCNS(=O)(=O)c2cc(Br)c(Br)s2)CC1 | -8.6
CCn1ncc(Cl)c1C(=O)NC(C)c1ccccc1 (stereo unspecified) | 0.4
CCC(CC)NC1C=CS(=O)(=O)C1 (stereo unspecified) | -2.8
CN(C)C(=O)Cc1nc(CN2CCN(CCO)CC2)cs1 | 0.8
c1ccc(-c2ccccc2-c2cncnc2)cc1 | -15.4
CCN1CC(CN(C)c2nc3nonc3nc2NCc2ccccc2)CC1=O (stereo unspecified) | -4.0
Cc1ccc(NC(=O)C(C)C)c(C(=O)N2CCCN(C)CC2)c1 | -21.4
NC1(C(=O)NCc2cccnc2Oc2ccc(F)cc2F)CCC1 | -10.1
Cn1c(=O)[nH]c(=O)c2c1nc(N1CCN(Cc3ccccc3F)CC1)n2CCc1ccccc1 | -8.8
Cc1oc(N)c(C#N)c1C | 0.2
C=CC[n+]1c2n(c3ccc(F)c(F)c31)CCCCC2 | -6.3
COc1ccnc(N(C)C(=O)c2ccc(-n3cccn3)cc2)n1 | -1.6

A different layout for some results above.
canonical_smiles,mcGAS RapidFire
CCN1CC(CN(C)c2nc3nonc3nc2NCc2ccccc2)CC1=O (stereo unspecified),-4.0
Cc1ccc(NC(=O)C(C)C)c(C(=O)N2CCCN(C)CC2)c1,-21.4
NC1(C(=O)NCc2cccnc2Oc2ccc(F)cc2F)CCC1,-10.1
Cn1c(=O)[nH]c(=O)c2c1nc(N1CCN(Cc3ccccc3F)CC1)n2CCc1ccccc1,-8.8
Cc1oc(N)c(C#N)c1C,0.2
C=CC[n+]1c2n(c3ccc(F)c(F)c31)CCCCC2,-6.3

Going on with the list.
SMILES | mcGAS RapidFire
CN(Cc1ccc(Cl)c(Cl)c1)S(=O)(=O)c1ccc(Cl)nc1 | 0.7
Cc1ccc(NC(=O)C(=O)Nc2cc3c4c(c2)CCN4C(=O)CC3)cc1F | -14.9
COc1cc(Cl)cc2cc(C(=O)N3CC[C@@H](N)[C@@H](OC)C3)oc12 | -6.3
Cc1c(C(=O)NCc2cccc(Cl)c2)sc(=O)n1CC(=O)N(C)C | -14.4
C=CCN(CC(=O)NC1CCCCC1C)S(=O)(=O)c1ccc(OC)cc1 (stereo unspecified) | -2.9
Cc1ccc2nc(CSCC(=O)N3CCN(C(=O)C4CCCO4)CC3)cn2c1 (stereo unspecified) | -3.5
FC(F)(F)c1nc(NC2COc3ccccc32)c2ccccc2n1 (stereo unspecified) | -5.4
CCc1ccccc1OCC(=O)N(CC)CC(=O)NCc1ccc(F)cc1 | 2.1
COc1cccc(-c2cnc(C(O)c3ccc(C(C)(C)C)cc3)[nH]2)c1 (stereo unspecified) | -9.3
CC12CCC(C(=O)Nc3cccc(NC(=O)C45CCC(C)(C(=O)O4)C5(C)C)n3)(OC1=O)C2(C)C | -21.9
Cn1/c(=N\NC(=O)COc2ccccc2C#N)sc2ccccc21 | -13.6
CCCCn1ncc(C)c1NC(=O)C1CC(=O)c2ccccc21 (stereo unspecified) | -22.2
Cc1cc(C(=O)N(CCCN(C)C)c2nc3ccccc3s2)on1 | -8.2
COc1cc(C2NC(=O)N(C)C(C)=C2C(=O)OCCc2ccccc2)cc(Br)c1O (stereo unspecified) | -4.2
Cc1cnc(NC(C)CCN2CCOCC2)nc1N(C)C (stereo unspecified) | -12.3
Cc1nc(CN(C)Cc2ccc3c(c2)Cc2ccccc2-3)no1 | -15.8
c1cnn(-c2cncc(NCC3CCCCCCC3)n2)c1 | -7.0
O=C(O)CSC1CC(=O)N(c2cc(Cl)c(Cl)cc2Cl)C1=O (stereo unspecified) | 8.2
O=C(O)c1nn(CC2CC2)c2c1CN(C(=O)c1cnn3c1CCCC3)CC2 | -8.4
CCN(CC)c1ccc2cc(C(N)=O)c(=Nc3cccc(C(F)(F)F)c3)oc2c1 | -11.4
Cn1c(=O)n(C)c2cc(Cn3ccnc3-c3ccc(-n4ccnc4)cc3)ccc21 | -9.7
CC1=C(c2ccccc2)N2CCS(=O)(=O)N=C2S1 | -9.9
CC(C)=CC(=O)N1CCCC(Nc2ccccc2)C1 (stereo unspecified) | -12.0&-1.4
Cc1nc2c(c(=O)n1C)CCN(Cc1nc(C(C)C)cs1)CC2 | -10.9
COc1ccc(CC2c3c(cnn3-c3ccc(OC)cc3)C(=O)N2CC2CC2)cc1 (stereo unspecified) | 8.1
COC(=O)c1cccc(-c2nccn2CCc2ccco2)c1 | -10.0
CCC1c2cccn2CCN1C(=O)c1cc2n(n1)CCCN(C(C)C)C2 (stereo unspecified) | -24.2
CC(SC1CCCC1)C(=O)N1CCCC1 (stereo unspecified) | 10.7
COCCNc1nc(Nc2ccc(Cl)cc2)c2nccnc2n1 | 8.3
Cc1nc(CCNC(=O)c2cnn(Cc3ccccc3)c2)cc(=O)[nH]1 | -6.9
CCN(CC)P(=O)(c1nc2ccccc2n1CC)N(CC)CC | -6.2
Cc1cc(OCC2CN(C(=O)c3ccc(OC(F)F)cc3)CCO2)ccc1Cl (stereo unspecified) | -6.3
NC(=O)C1CCCCC1NC(=O)c1cccc(-n2cccn2)c1 (stereo unspecified) | -8.6
Cn1cc(C(=O)Nc2ccc(F)c(Cl)c2)c2[nH]c(=O)n(-c3ccc(Cl)cc3)c(=O)c21 | -28.7
CCOc1c(Cl)cc(C(=O)N2CSCC2C(=O)NCc2ccccc2)cc1OC (stereo unspecified) | 8.4
CSc1nc2n(n1)C(c1cccs1)C1C(=O)CCCC1=N2 (stereo unspecified) | -6.8
CN(C)c1cc[n+](C2c3ccccc3-c3ccccc32)cc1 | 21.6
CCOC(=O)C1CCN(Cc2nc(COc3ccccc3)no2)CC1 | -1.2
CCOC(=O)c1oc2ccccc2c1NC(=O)c1ccc(S(=O)(=O)N2CCC(C)CC2)cc1 | -6.2
O=C(O)c1cccc(OCc2ccccc2OC(F)F)c1 | -3.8
C1=CCC(c2nccn2CCc2ncc[nH]2)CC1 (stereo unspecified) | 6.3
Cc1cccc(C)c1N=C1NN=C(c2ccc(Cl)c(Cl)c2)CS1 | -17.1
Cc1ccc2c(c1)SC(C(=O)NC1CCC3(CC1)OCCO3)C2 (stereo unspecified) | -0.7
O=C(NC(=S)NC1CCS(=O)(=O)C1)c1ccc(Cl)cc1 (stereo unspecified) | -4.5
C=CCNCc1csc(COc2cccc(Cl)c2)n1 | -3.1
COc1ccc(CN2CCN(C3CSCCSC3)CC2CCO)c(F)c1 (stereo unspecified) | -4.7
CN(Cc1ccc(CO)o1)CC1CCN(c2ccccc2)C1 (stereo unspecified) | -9.2
NC1CCCN(C(=O)c2[nH]cnc2-c2ccccc2)CC1 (stereo unspecified) | -21.1
C=CCN(Cc1cccnc1)C(=O)C1CCOC1 (stereo unspecified) | -18.6
COc1cc(C=C(C#N)S(=O)(=O)c2cc(Br)ccc2Br)ccc1O | -1.7
O=C1N2c3ccccc3Sc3cccc(c32)C1(O)C(F)(F)F (stereo unspecified) | -6.4
CC1(C)CC(NC(=S)Nc2ccc(SC(F)F)cc2)CC(C)(C)N1 | -3.6
Cc1ccc(C(C(=O)NCCc2cnccn2)N(C)C)cc1 (stereo unspecified) | 5.7
O=C(CCc1ccc2c(c1)OCO2)N1CCC2(CCCN(Cc3ccc(F)c(F)c3)C2)C1 (stereo unspecified) | -10.3
CCc1ccc(N2CCCn3c2nc2c3c(=O)n(C)c(=O)n2C)cc1 | -3.4
COc1ccc(C(=O)Nc2c3c(nn2C)CCC3)cc1OC | -7.9
Cc1ccc(C)c(CC(=O)N2CCC3(CC2)Nc2ccccc2C(=O)N3c2cccnc2)c1 | -6.0
C=CCSC(C)C(=O)N1CCN(Cc2ccccc2CO)CC1 (stereo unspecified) | -15.5
COc1ccccc1-c1ccc(N2CCC(NS(C)(=O)=O)CC2)nn1 | 1.9
CC(C)CCn1c(Sc2nc3ccccc3s2)nc2c1c(=O)[nH]c(=O)n2C | -7.9

Next structures:
SMILES | mcGAS RapidFire
O=C(CN1C(=O)C(=O)N(C2CCCC2)C1=O)c1cccs1 | -4.1
CCNc1ncc(C(=O)NCC2=CCCCC2)cn1 | -7.7
O=C(NCCc1ccccn1)c1ccc(-c2ccc3c(c2)OCCO3)s1 | -23.4
COc1ccc(F)cc1C(=O)Nc1sccc1C#N | -6.6
CCOc1ccccc1-n1ccc2c(cnc3nc4ccccc4n32)c1=O | 0.3
COc1cccc(C=C(C#N)c2nc(-c3ccccc3)cs2)c1OC | -2.4
C=CCN(C)C(=O)c1coc(COc2ccc3ccc(OC)cc3c2)n1 | -13.2
CSc1cc(C)n(-c2ccccc2)c(=S)c1C(C)=O | -11.0
CC1=C(C(=O)OC2CC(C(C)C)CCC2C)C(CC(=O)O)C(=O)N1 (stereo unspecified) | 2.1
O=C1C=CC(=NC2=C(Cl)C(=O)c3ccccc3C2=O)C=C1 | 54.0
CCOC(=O)c1cc(NC(=O)CSCc2ccc(Cl)cc2)cn1C | -6.5
Cc1cccc(C2CCCN(C(=O)CCn3ccnc3C)C2)c1 (stereo unspecified) | -14.5

Gathered by group, the entries above with a COOH group
SMILES | mcGAS RapidFire
O=C(O)C1C2CCC(C2)C1C(=O)Nc1nc(-c2cccs2)cs1 (stereo unspecified) | -13.4
O=C(O)CSC1CC(=O)N(c2cc(Cl)c(Cl)cc2Cl)C1=O (stereo unspecified) | 8.2
O=C(O)c1nn(CC2CC2)c2c1CN(C(=O)c1cnn3c1CCCC3)CC2 | -8.4
O=C(O)c1cccc(OCc2ccccc2OC(F)F)c1 | -3.8
CC1=C(C(=O)OC2CC(C(C)C)CCC2C)C(CC(=O)O)C(=O)N1 (stereo unspecified) | 2.1

Further records:
SMILES | mcGAS RapidFire
COc1ccc2nc(SCC#N)[nH]c2c1 | 5.5
COc1ccc(Cc2cc(C(F)(F)F)c(C#N)c(SCc3cccnc3)n2)cc1OC | -7.2
COc1ccc(CC2(CCC(=O)NCC3CCOCC3)CCC(=O)N2)c2ccccc12 (stereo unspecified) | -8.6
CCn1nnc2c(=O)n(CC(=O)c3ccc(Cl)cc3)cnc21 | -4.8
CS(=O)(=O)CCCS(=O)(=O)Oc1ccccc1F | -4.1
CCOc1cc(C2C(C(=O)Nc3ccccc3)=C(C)Nc3nnnn32)ccc1O (stereo unspecified) | -5.0
Cc1ccc(C2CC(=O)c3cnn(-c4nc(C)cc(C)n4)c3C2)cc1 (stereo unspecified) | -0.3
O=C(O)C(NCC(F)(F)F)c1cc(Br)cs1 (stereo unspecified) | -0.6
Oc1ccc(C23CC4CC(CC(C4)C2)C3)cc1 | -4.4
Nc1cccc(-c2cccc(OCc3ccccc3)c2)n1 | -16.4
OCc1cccnc1 | -1.3&-0.6&0.2
Cc1nn(C)c(=O)c(-c2nnn(CCCOc3ccc(Cl)cc3)n2)c1C | -1.6
O=C(O)CCN(CCC(=O)O)c1nncs1 | -10.2

An excerpt, so the mix of outcomes need not match the whole.
